GBA enhancer – increases beta-glucosidase activity in Gaucher fibroblasts; P04062; L444P Gaucher fibroblasts, 4-MU-glucoside fluorescence, 3 days; activation, % at 10 µM; 30,000 tested, 0.44% active; in the data active = activation above about 65%;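 also: 0% = vehicle wells and 100% = positive control wells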
Target sequence (P04062 whole entry L483P): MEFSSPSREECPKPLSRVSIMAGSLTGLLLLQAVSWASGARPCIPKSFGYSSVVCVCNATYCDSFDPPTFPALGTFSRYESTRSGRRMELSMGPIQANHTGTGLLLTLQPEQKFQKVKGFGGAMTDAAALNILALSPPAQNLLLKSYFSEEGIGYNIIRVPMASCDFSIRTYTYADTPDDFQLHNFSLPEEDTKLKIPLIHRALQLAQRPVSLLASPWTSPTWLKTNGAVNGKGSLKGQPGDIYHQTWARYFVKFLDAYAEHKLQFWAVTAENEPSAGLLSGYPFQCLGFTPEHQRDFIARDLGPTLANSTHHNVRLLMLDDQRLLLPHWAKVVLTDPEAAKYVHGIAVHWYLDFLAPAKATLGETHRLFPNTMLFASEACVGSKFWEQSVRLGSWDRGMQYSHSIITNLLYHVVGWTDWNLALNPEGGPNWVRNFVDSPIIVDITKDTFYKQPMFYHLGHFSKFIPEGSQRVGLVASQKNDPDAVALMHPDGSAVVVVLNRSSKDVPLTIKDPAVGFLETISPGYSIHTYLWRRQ
The depositor's hits bear a star.

SMILES	GBA enhancer
COC(=O)Nc1sc2c(c1C(=O)NCc1ccco1)CCCC2	-5.6
Cc1nc(Nc2nc3ccccc3o2)nc2c1CCC2	5.9
Cc1oc(-c2ccc(Cl)cc2)nc1CN1CCCC(C(=O)NCCCN2CCOCC2)C1 (stereo not given)	-70.6
CCCCN(CC)CCCNC(=O)Cn1nc(Cc2ccncc2)c2ccccc2c1=O	-2.6
O=C(NCCN1CCCCC1)c1cc2ccccc2[nH]1	4.1
CCCN1C(=O)c2ccc(C(=O)Nc3nccs3)cc2C1=O	-6.4
CC(Oc1ccc(-c2ccccc2)cc1)C(=O)N1CCOCC1 (stereo not given)	-52.5
CCC(=O)Nc1sccc1C(=O)OC	-6.8
Brc1ccc(CSc2nnc(-c3cnccn3)n2Cc2ccco2)cc1	-8.0
Cc1ccc(OCC(=O)Nc2ccc(N(C)C)cc2)cc1	-2.1
O=C(CSc1ncc(-c2ccccc2)nn1)NCc1ccco1	-2.4
O=C(CSc1nc2nc[nH]c2c(=O)[nH]1)NC1CCCCC1	-26.7
COc1cccc(N=C2SC(C(=O)Nc3ccccc3F)CC(=O)N2C)c1 (stereo not given)	-2.5
CC(C)C(OC(=O)CN1C(=O)COc2ccccc21)C(=O)NC1CCCC1 (stereo not given)	-7.2
CCN(CC)CCOC(=O)c1c(C)oc2ccc(O)cc12	10.9
Cc1ccc(S(=O)(=O)N2CCC(C(=O)Nc3nnc(C4CCCC4)s3)CC2)cc1	-3.0
O=C(C1CCC1)N1CCc2cc(S(=O)(=O)Nc3ccc4c(c3)OCCO4)ccc21	-44.4
CC(=O)Nc1nc2c(c3c1c(=O)oc1ccccc13)CC(C)CC2 (stereo not given)	-46.0
Cc1cc(N2C(=O)C(O)=C(C(=O)c3ccc(C)o3)C2c2cccs2)no1 (stereo not given)	6.3
O=C(O)CSc1nnc(-c2ccco2)o1	-0.8
Cc1ccccc1NS(=O)(=O)c1ccc(OCC(=O)NCc2ccco2)cc1	5.7
CCNc1cc2oc(=O)c(CN3CCOCC3)c(C)c2cc1C	-2.7
CCOc1cc(C2C(C#N)=C(N)OC(C)=C2C(C)=O)cc(Br)c1O (stereo not given)	-40.0
CNc1oc(Cc2ccccc2)nc1S(=O)(=O)c1ccc(Cl)cc1	-14.2

Part of the list above, set out differently.
smiles | GBA enhancer
CCC(=O)Nc1sccc1C(=O)OC | -6.8
Brc1ccc(CSc2nnc(-c3cnccn3)n2Cc2ccco2)cc1 | -8.0
Cc1ccc(OCC(=O)Nc2ccc(N(C)C)cc2)cc1 | -2.1
O=C(CSc1ncc(-c2ccccc2)nn1)NCc1ccco1 | -2.4
O=C(CSc1nc2nc[nH]c2c(=O)[nH]1)NC1CCCCC1 | -26.7
COc1cccc(N=C2SC(C(=O)Nc3ccccc3F)CC(=O)N2C)c1 (stereo not given) | -2.5

Later entries
SMILES	GBA enhancer
CCOc1ccccc1OCCn1nnc2ccccc21	-9.5
COc1ccc(OC)c(C2C3=C(CCCC3=O)Nc3nc4ccccc4n32)c1 (stereo not given)	-22.8
CCOc1ccc(Cl)cc1S(=O)(=O)n1nnc2ccccc21	7.5
Cc1nnc(SCC(=O)Nc2ccc(N3CCOCC3)cc2)o1	-5.1
O=C(CSCc1c(F)cccc1Cl)NCc1ccco1	-22.2
CCOC(=O)c1ccc(NC(=O)c2ccc(CN3CCOCC3)cc2)cc1	1.5
Cc1cc(NC(=O)CCCOc2ccc(Cl)cc2Cl)no1	-11.9
COc1ccc2c(c1OC)C(=O)OC2Nc1ccccn1 (stereo not given)	8.5
COC(=O)c1ccc(C(=O)OC)c(NC(=O)CN2CCN(c3ccccc3)CC2)c1	-7.5
O=C(Nc1ccccn1)c1cccnc1	-3.6
Cc1c(N(C)C(=O)C23CC4CC(CC(C4)C2)C3)c(=O)n(-c2ccccc2)n1C	6.4
Cc1nc2ccc(S(=O)(=O)NCC(=O)N3CCc4ccccc43)cc2s1	-24.6
O=S(=O)(c1cccc(C(F)(F)F)c1)N1CCN(c2nnnn2-c2ccccc2)CC1	-51.5
O=C(CNS(=O)(=O)c1ccccc1)N1CCN(c2ccccc2)CC1	26.7
CC(=O)Nc1cc(-c2ccccc2)ccc1O	-0.4
CN(C/C(O)=C(\C#N)c1ccccc1)C1CCCCC1	-16.5
O=C(NCc1n[nH]c(=S)n1-c1ccccc1)c1ccco1	32.3
Cc1cc(C)n2nc(SC(C)C(=O)NCc3ccco3)nc2n1 (stereo not given)	6.7
CCOC(=O)c1c(C)c(C(=O)NC2CCCCC2)c(C)n1CC	-13.6
CCOc1ccc2[nH]c(=O)c(CN(CCO)C(=O)c3ccc(F)cc3)cc2c1	-6.4
Cn1nnnc1SCC1=C(C(=O)O)N2C(=O)[C@@H](NC(=O)[C@H](O)c3ccccc3)[C@H]2SC1	-6.0
Cc1cccc(N(C(=O)Cn2nnc3ccccc32)C(C(=O)NCc2ccco2)c2ccncc2)c1 (stereo not given)	-6.4
COc1ccc(N(CC(=O)N2CCc3ccccc32)S(=O)(=O)c2c(C)noc2C)cc1	-13.9
Cn1nc(C(=O)N2CCCC2)c2ccccc2c1=O	-19.9
COc1ccc(-c2cc(C(F)(F)F)nc(NC3CCCC3)n2)cc1OC	-52.1
CC(C)CCN(C)C1CCN(S(=O)(=O)c2cccc(C(F)(F)F)c2)CC1	-35.6
CCOC(=O)CSc1nnc(CNC(=O)c2ccc(OC)cc2)n1-c1ccc(OC)cc1	-14.9
CCOC(=O)CN(C(=O)CSc1nnc(COc2ccc(OC)cc2)n1C)c1ccccc1	-12.8
Cc1cccnc1NC(=O)c1ccc2nc(N)sc2c1	-50.9
C=CCn1c(N2CCCC2)nc2c1c(=O)[nH]c(=O)n2C	-6.8
O=C(C1CCN(S(=O)(=O)c2ccc(-n3cnnn3)cc2)CC1)N1CCN(c2ccccc2)CC1	-17.4
Cc1csc2nc(=O)c3ccccc3n12	-8.4
CC(=O)Nc1ccc(S(=O)(=O)Nc2ccc(S(=O)(=O)N3CCCCCC3)cc2)cc1	-22.8
COc1ccc(C(O)c2coc3ccc(O)c(CN(C)C)c23)cc1 (stereo not given)	-15.7
CCc1nc2ccccc2n(CC)c1=O	-5.4
Cc1ccc2cc(C#N)c(NCCNC(=O)C3CCC3)nc2c1C	-14.1
CCCCn1c(SCC(=O)N2CCOCC2)nnc1-c1cccs1	-24.6
CC1(C)CC(=O)C=C(NCC2CCCO2)C1 (stereo not given)	2.0
CCOc1cc(-c2c(C#N)c(N)nc3c2CCCC3)ccc1O	-15.1
CC(=O)Cc1ccccc1OCC(=O)O	13.7
O=C(CSc1nc2ccccc2c(=O)n1Cc1ccco1)NCc1ccco1	1.9
COc1ccc2[nH]c(=O)c(CN(CC3CCCO3)C(=O)Nc3ccccc3)cc2c1 (stereo not given)	-6.7
CCn1c(=O)c2c3c(sc2n(C)c1=O)CCC3	-13.7
COC(=O)C1(C)NC(c2cccs2)C2C(=O)N(c3ccccc3F)C(=O)C21 (stereo not given)	-25.0
OC1(c2ccc(Br)cc2)CCNCC1	11.8
CCC(=O)c1ccc(OCC(O)CN2CCN(c3cccc(C(F)(F)F)c3)CC2)cc1 (stereo not given)	-78.9
COC(=O)c1ccccc1NC(=O)CN1CCC(NC(=O)c2ccccc2C)CC1	-2.8
N#Cc1ccc(COC(=O)c2ccc3c(=O)[nH]c(CN4CCOCC4)nc3c2)cc1	2.2
CCN(CC)S(=O)(=O)c1ccc2[nH]cc(C(=O)NCCN3CCCCC3C)c(=O)c2c1 (stereo not given)	8.7
Cc1cc(=O)[nH]c(SCc2nc3ncccn3c2Br)n1	-0.5
C=CCn1c(SCC(=O)Nc2cc(NC(C)=O)ccc2OC)nnc1-c1cccnc1	-0.6
Cc1cnc(C)c(N2CCC(C(=O)NCc3cccs3)CC2)n1	-2.4
CCOc1ccc(/C(O)=C2/C(=O)C(=O)N(CCOCCO)C2c2ccccc2)cc1 (stereo not given)	-10.0
COCCn1c(C)cc(C(=O)CSc2ccc(NC(C)=O)cc2)c1C	-3.3
CCOc1ccccc1NC(=O)C1CCN(S(=O)(=O)c2c(C)noc2C)CC1	-21.6
CCC(=O)Nc1nc2ccc(NC(C)=O)cc2s1	-9.6
CC(=O)c1ccccc1OCC(O)CN1CCN(C(c2ccccc2)c2ccccc2)CC1 (stereo not given)	-30.2
O=S(=O)(NCc1ccncc1)c1ccc(S(=O)(=O)NCC2CCCO2)cc1 (stereo not given)	0.1
O=C1CC(C(=O)N(CC2CCCO2)C(C(=O)NC2CCCCC2)c2ccncc2)CS1 (stereo not given)	-14.2
CCOC(=O)c1c(C)c(C(=O)Nc2ccccc2)c(C)n1CC	3.2
Additional structures
SMILES	GBA enhancer
Cc1nnc(NC(=O)CN2C(=O)c3ccccc3S2(=O)=O)s1	-13.7
c1cncc(C2Nc3ccccc3-c3nc4ccccc4n32)c1 (stereo not given)	-10.9
CCn1c(=O)c(=O)[nH]c2cc(C(=O)Nc3ccc(S(=O)(=O)N4CCCC4)cc3)ccc21	8.2
CCOC(=O)CNC(=O)CN1CCCN(S(=O)(=O)c2ccc(Br)s2)CC1	-5.8
CCC(C)(C)n1nnnc1C(c1cc2cc3c(cc2[nH]c1=O)OCO3)N1CCN(C)CC1 (stereo not given)	24.8
Cc1ccccc1CN1CCN(CC(=O)NCc2ccc3c(c2)OCO3)C1=O	-7.6
O=S(=O)(c1ccc2nc(COc3ccccc3)[nH]c2c1)N1CCOCC1	-2.9
Cc1ccc(S(=O)(=O)N2CCCCC2)cc1C(=O)c1nccn1C	15.2
c1cc(-c2nnc3n2CCC3)[nH]n1	-4.2
Cc1cccc2sc(NC(=O)CN(C)S(=O)(=O)c3cccs3)nc12	76.5*
O=c1nc(N2CCOCC2)ccn1Cc1ccc(Br)cc1	-63.3
COc1ccc(N2CCN(C(=O)Cn3c(=O)[nH]c4ccsc4c3=O)CC2)cc1	0.2
CCc1ccccc1N(CC(=O)O)S(C)(=O)=O	-1.9
CCCC1(C(=O)OC)NC(c2ccco2)C2C(=O)N(c3ccc(C)cc3)C(=O)C21 (stereo not given)	5.9
CCn1c(SCC(=O)c2ccc(Cl)cc2)nnc1C(C)C	3.5
CCOCCCNCC(=O)NC1(C)C2CCC(C2)C1(C)C (stereo not given)	-79.5
COCCn1c(SCC(=O)N2CCCc3ccccc32)nnc1-c1ccco1	-1.9
CCc1c(C)nc(SC)n(CC#N)c1=O	1.3
O=C(Cc1coc2cc3c(cc12)CCC3)OCc1cc(=O)n2c(n1)sc1ccccc12	5.8
Nc1c(C(=O)NCc2ccco2)sc2nc3c(cc12)C(=O)CCC3	2.6
COCCN1C(=O)N(c2cccc(C)c2)C(=O)C1CC(=O)Nc1ccc(F)cc1 (stereo not given)	27.7
Cc1ccc(N(C(=O)C2CCCO2)C2C=CS(=O)(=O)C2)cc1Cl (stereo not given)	-1.9
CCn1c(SCC(=O)Nc2ccc3c(c2)c2ccccc2n3CC)nnc1-c1cnccn1	-0.8
CC(C)CCNC(=O)CN(Cc1ccc2c(c1)OCO2)C(=O)CCC(=O)Nc1ccccn1	-8.4
O=C(C1=C(O)C(=O)N(CCN2CCOCC2)C1c1ccccc1)c1cccs1 (stereo not given)	-30.5
Fc1cccc(C2CC(c3cccc(Br)c3)Nc3nnnn32)c1 (stereo not given)	-15.2
Cc1ccc(-c2nc(=S)c3c(n2CCN2CCOCC2)CC(C)(C)OC3)cc1	-47.7
COc1ccc(NCc2nnc(SCC(=O)Nc3cccc(C)c3)o2)cc1	-1.2
Cc1ccccc1Cn1nc(C)c(NC(=O)c2noc3c2CC(C(C)(C)C)CC3)c1C (stereo not given)	-9.5
CCOc1ccc(OCC)c(NC(=O)CNS(=O)(=O)c2cccs2)c1	38.5
Cc1cc(=O)n2nc(-c3ccccc3)sc2n1	-5.2
Cc1cc(OCCN2CCCC2)ccc1C(C)C	-12.4
Cc1ccc(S(=O)(=O)Nc2cccc(-c3cn4ccsc4n3)c2)cc1	-20.6
CCOC(=O)C1CCN(C(=O)CSCCSCC(=O)N2CCC(C(=O)OCC)CC2)CC1	0.1
COc1ccc(CN(CC(=O)NC2CCCC2)C(=O)c2onc(C(N)=O)c2N)cc1	-17.4
COC(=O)c1cc(OC)c(OC)cc1NC(=O)CSc1nnc(-c2cccnc2)n1C	-19.1

Seven records drawn at random from the list so far, as already listed:
SMILES	GBA enhancer
Cc1oc(-c2ccc(Cl)cc2)nc1CN1CCCC(C(=O)NCCCN2CCOCC2)C1 (stereo not given)	-70.6
COc1ccc(N2CCN(C(=O)Cn3c(=O)[nH]c4ccsc4c3=O)CC2)cc1	0.2
CCCN1C(=O)c2ccc(C(=O)Nc3nccs3)cc2C1=O	-6.4
Cc1nc2ccc(S(=O)(=O)NCC(=O)N3CCc4ccccc43)cc2s1	-24.6
CCOc1ccc2[nH]c(=O)c(CN(CCO)C(=O)c3ccc(F)cc3)cc2c1	-6.4
CC(=O)c1ccccc1OCC(O)CN1CCN(C(c2ccccc2)c2ccccc2)CC1 (stereo not given)	-30.2
O=C(CSc1ncc(-c2ccccc2)nn1)NCc1ccco1	-2.4

(cont.)
SMILES	GBA enhancer
O=C(CCCC(=O)NCC1CCCO1)NCC1CCCO1 (stereo not given)	-25.1
O=C(COc1ncnc2ccccc12)NCc1ccc2c(c1)OCO2	-8.1
Cc1ccccc1-n1nc2c(c1NC(=O)c1c(-c3ccccc3Cl)noc1C)CS(=O)(=O)C2	-58.5
CCOC(=O)c1ccc(NS(=O)(=O)c2cc(C)ccc2OC)cc1	-109.0
Cc1ccc(NC(=O)COc2nc(C)cs2)cc1	-11.7
NC(Cc1ccc(Oc2ccc(O)cc2)cc1)C(=O)O (stereo not given)	-38.0
O=C(CSc1nnc(-c2ccc(Cl)s2)o1)N1CCCc2ccccc21	2.6
O=c1c(-c2ccco2)[n+]([O-])c2ccccc2n1OCc1ccccn1	10.7
O=C(NCCOC(=O)c1cccs1)c1cccnc1	-10.8
O=C(CCCn1c(=S)[nH]c2cc3c(cc2c1=O)OCO3)N1CCc2ccccc2C1	13.4
CCc1cccc2c1NC(=O)[C@]21[C@@H]2C(=O)N(Cc3ccccc3)C(=O)[C@@H]2[C@@H]2CCCN21	-74.7
Cc1oc(-c2ccc(F)cc2)cc1-c1nn2c(-c3ccco3)nnc2s1	1.0
OC1(c2ccc3c(c2)OCO3)CCN(Cc2ccccn2)CC1	4.0
CCC(=O)Nc1ccc2c(c1)C(=O)N(C1CCCCC1)C2=O	-14.4
COc1ccc(C(=O)c2ccc(OC)cc2O)c(O)c1	-24.8
CC(C)NC(=O)CSc1nc2ccccc2n1CC(=O)N1CCc2ccccc21	-31.1
CCN(CC)S(=O)(=O)c1ccc(NC(=O)c2cccc3c2C(=O)N(CCOC)C3)cc1	-21.9

This is a subset, so the mix of outcomes need not match the whole.
